High-throughput results from PubChem.
GDH-TPI counter – counter-screen for M. tuberculosis FBA inhibitors: GDH-TPI coupled enzymes; AID 588335; 360,000 tested, 1.2% active; inhibition, % at 4.8 µM; GDH-TPI coupled enzyme counterscreen, NADH absorbance;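 further: 0% = DMSO wells and 100% = wells lacking the enzyme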
FadD28 FP inh – inhibitors of Mycobacterium tuberculosis FadD28 bisubstrate binding. FadD28 bisubstrate probe binding, fluorescence polarization. inhibition, % at 12.5 µM. 360,000 tested, 0.22% active; in the data active means inhibition above about 8.5%, passing the limit was not always enough
BoNT F protease – blocks Botulinum neurotoxin F light chain protease; Multiplex microsphere protease cleavage assay, flow cytometry; inhibition, % at 10 µM; 360,000 tested, 0.22% active; AID 588497; in the data active means inhibition above about 35%, passing the limit was not always enough; further: plate controls were buffer without enzyme for full effect and enzyme alone for no effect
Mtb FBA inh – Mtb fructose-bisphosphate aldolase inhibition | 360,000 tested, 2.3% active | purified M. tuberculosis FBA, fluorescence read-out | P9WQA3 | inhibition, % at 1 µM; in the data active means inhibition above about 27%;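 further: 0% = vehicle and 100% = reference inhibitor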
Target sequence (P9WQA3 whole entry, looked up): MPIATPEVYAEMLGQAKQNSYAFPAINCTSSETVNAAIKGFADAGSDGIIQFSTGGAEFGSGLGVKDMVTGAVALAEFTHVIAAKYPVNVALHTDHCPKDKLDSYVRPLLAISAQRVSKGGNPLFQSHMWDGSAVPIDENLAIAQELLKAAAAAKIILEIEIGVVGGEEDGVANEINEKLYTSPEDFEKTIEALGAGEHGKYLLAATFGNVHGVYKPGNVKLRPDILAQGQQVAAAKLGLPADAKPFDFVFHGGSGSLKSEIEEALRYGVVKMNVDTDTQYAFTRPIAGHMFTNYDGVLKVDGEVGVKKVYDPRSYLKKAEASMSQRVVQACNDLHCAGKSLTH
VHR inh abs – DUSP3 (human) phosphatase inhibition; P51452; recombinant VHR phosphatase, pNPP absorbance; inhibition, % at 13.3 µM; 290,000 tested, 0.52% active; AID 1654; in the data active means inhibition above about 50%; further: some compounds called inactive have numbers as strong as hits
CCHF vOTU inh – CCHFV vOTU protease inhibition. AID 651958. Pep-AMC fluorescence. 370,000 tested, 0.55% active. inhibition, % at 11.5 µM; further: 0% = vehicle wells with enzyme and 100% = no enzyme wells
BioA inh – inhibitors of Mycobacterium tuberculosis BioA enzyme | 360,000 tested, 0.096% active | purified M. tuberculosis BioA enzyme, plate reader | AID 602481 | inhibition, % at 9.99 µM; in the data active means inhibition above about 40%
Rv3671c protease – inhibitors of M. tuberculosis serine protease Rv3671c | P9WHR9 | inhibition, % at 5.96 µM | 320,000 tested, 0.048% active | AID 2606; in the data active means inhibition above about 38%;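 further: extracellular domain of Rv3671c used as enzyme; 0% = enzyme with DMSO and 100% = no enzyme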
MazEF act – MazEF (E. coli) toxin RNase activation | P0AE70 | FAM/BHQ RNA-DNA oligo cleavage fluorescence, 5 h | activation, % at 20 µM | 350,000 tested, 0.32% active | AID 504720; in the data active means activation above about 50%
Target sequence (P0AE70 whole entry, looked up): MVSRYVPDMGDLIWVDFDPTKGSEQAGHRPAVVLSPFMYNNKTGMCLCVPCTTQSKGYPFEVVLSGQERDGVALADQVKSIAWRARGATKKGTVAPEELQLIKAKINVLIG
Mtb UGM inh – Mtb UDP-galactopyranose mutase inhibition | purified UGM, fluorescence polarization probe displacement | inhibition, % at 10 µM | 320,000 tested, 0.06% active | AID 504406; in the data active means inhibition above about 10%, passing the limit was not always enough
Target sequence (P9WIQ1 whole entry, looked up): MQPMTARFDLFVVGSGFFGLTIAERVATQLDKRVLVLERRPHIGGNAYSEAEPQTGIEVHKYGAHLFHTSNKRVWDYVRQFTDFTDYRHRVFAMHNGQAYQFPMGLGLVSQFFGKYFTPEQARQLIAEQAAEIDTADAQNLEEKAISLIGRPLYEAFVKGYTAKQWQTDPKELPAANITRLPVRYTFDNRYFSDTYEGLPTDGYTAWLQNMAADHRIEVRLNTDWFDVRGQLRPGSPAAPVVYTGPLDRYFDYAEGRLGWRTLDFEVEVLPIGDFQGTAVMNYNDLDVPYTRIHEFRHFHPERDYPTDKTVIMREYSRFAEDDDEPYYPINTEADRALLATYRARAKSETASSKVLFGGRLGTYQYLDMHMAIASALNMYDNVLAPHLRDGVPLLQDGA
Numbers without * were called inactive; / = not tested or not shown; + = active, no number; & = joins results of further samples. Unless noted, no stated cut-off is given here; in the data, active means inhibition above about 30%; inactive means the rest.

No.	SMILES	VHR inh abs	MazEF act	FadD28 FP inh	BoNT F protease	Mtb FBA inh
1	COc1ccc(/C=N/NC(=O)c2nonc2N)cc1OC	35	-2	-3.6	-3	-4
2	O=C(OCn1nnc2ccccc2c1=O)c1cc(-c2ccccc2Cl)nc2ccccc12	48	-8	0.2	-15	5
3	COc1ccc(-c2ccc(SCC(=O)N3CCOCC3)nn2)cc1OC	4	-13	-3.6	7	1
4	CCOC(=O)c1cc(OCC)c2c(ccc3ccccc32)n1	/	6	-2.4	3	12
5	CCOc1ccc(NC(=O)CN(C)CC(=O)Nc2cccc(Cl)c2C)cc1OCC	29	4	0.8	-15	-6
6	CCCOCC(O)COc1ccccc1C(=O)N1CCOCC1 (configuration not stated)	-26	4	0.0	-18	-4
7	COc1cc(CN2CCCC(CO)(Cc3cccc(Cl)c3)C2)cc2c1OCO2 (configuration not stated)	22	-6	-19	-6	0
8	COc1ccc(/C=C/C(=O)c2ccc3c(c2)OCO3)cc1OC	/	-1	-1.1	1	7
9	Cn1c(=O)c2ncn(C)c2n(C)c1=O	/	4	-2.3	5	2
10	N#Cc1cc(S(=O)(=O)c2ccc(F)cc2)c(N)[nH]c1=O	-10	-4	-3.5	-2	-3
11	Cc1cnc(CNC(=O)c2ccc(OC3CCN(C(=O)C4CC4)CC3)cc2)cn1	-1	21	-1.4	-2	1
12	COc1ccc2cc(CO)c(Cl)nc2c1	33	-3	-3.5	-3	2
13	COc1ccc(NC(=O)C(CC(=O)O)C(C)c2ccccc2)cc1 (configuration not stated)	15	-8	0.0	-15	3
14	CC(=O)Nc1nnc(Cc2c[nH]c3ccccc23)s1	7	7	-0.7	-1	2
15	Cc1nc(N2CCN(S(=O)(=O)c3ccc(F)cc3)CC2)c2c(C)c(C)sc2n1	23	1	-1.0	-6	4

No.	Mtb UGM inh	BioA inh	Rv3671c protease	GDH-TPI counter	CCHF vOTU inh
1	-0.9	/	0	27	8
2	0.2	-1.3	-9	0	14
3	-2.4	/	7	17	-6
4	/	-0.6	/	10	22
5	0.9	1.0	3	-1	6
6	1.6	0.5	-1	3	3
7	0.1	-2.4	-4	0	4
8	0.3	-2.5	-13	15	-2
9	/	0.2	/	9	6
10	-0.6	-1.3	-4	7	-14
11	-0.9	0.4	-1	10	-3
12	-0.9	0.3	-4	8	10
13	0.9	/	8	1	-5
14	2.4	/	-1	-1	-3
15	1.7	0.7	-3	8	4

In the list so far, 2 have fluorine.
No.	SMILES	VHR inh abs	MazEF act	FadD28 FP inh	BoNT F protease	Mtb FBA inh
10	N#Cc1cc(S(=O)(=O)c2ccc(F)cc2)c(N)[nH]c1=O	-10	-4	-3.5	-2	-3
15	Cc1nc(N2CCN(S(=O)(=O)c3ccc(F)cc3)CC2)c2c(C)c(C)sc2n1	23	1	-1.0	-6	4

No.	Mtb UGM inh	BioA inh	Rv3671c protease	GDH-TPI counter	CCHF vOTU inh
10	-0.6	-1.3	-4	7	-14
15	1.7	0.7	-3	8	4

The list continues:
No.	SMILES	VHR inh abs	MazEF act	FadD28 FP inh	BoNT F protease	Mtb FBA inh
16	CCN(CC(=O)Nc1c(F)cccc1F)C(=O)c1cccc(S(=O)(=O)N2CCCCCC2)c1	/	1	-5.8	-2	-2
17	O=C(N/N=C/c1ccccn1)c1cc([N+](=O)[O-])cc([N+](=O)[O-])c1	20	0	-2.8	-4	-6
18	COc1cc(NC(=O)COC(=O)CSc2ccc3ccccc3c2)c(C)cc1[N+](=O)[O-]	-7	-4	-1.8	-7	-1
19	CC(=O)c1cccc(NC(=O)C2CCCN(S(C)(=O)=O)C2)c1 (configuration not stated)	-9	-3	-1.6	-1	0
20	C/C(=N\Nc1nccnc1Cl)c1ccc(F)cc1	10	-6	-1.3	0	0
21	N#Cc1ccc(C23CC4CC(CC(C4)C2)C3)[nH]c1=O	-5	-1	-0.2	-2	13
22	COc1ccc(CNC(=O)CCCN2C(=O)NC3(CCCC3)C2=O)cc1	/	4	-4.9	-4	1
23	Cc1c(/C=N\NC(=O)c2csc3ccccc23)cnn1C	29	-10	-1.6	2	7
24	O=C(CNC(=O)c1cccc(Br)c1)N/N=C/c1cc(Br)cc(Br)c1O	30	-23	-0.6	-1	7
25	Cc1ccc(NC(=O)COC(=O)/C=C/c2ccccc2)cc1S(=O)(=O)N1CCOCC1	22	-3	-2.2	-7	0
26	COc1ccc(/C=C2\SC(=NCc3ccccc3)NC2=O)cc1	7	8	-5.6	-4	3
27	CCc1c(C)sc(NC(=O)OC)c1C(=O)N1CCOCC1	8	-1	-2.5	-1	-1
28	Cc1ccccc1NC(=O)Nc1nc(CN)cs1	/	/	-2.5	-4	-1
29	O=C(CCCc1c[nH]c2ccccc12)NCc1ccc2c(c1)OCO2	-2	1	-2.5	-58	0
30	O=C(NCc1ccco1)c1cc2ccc(O)cc2oc1=O	7	-2	0.3	-15	+

No.	Mtb UGM inh	BioA inh	Rv3671c protease	GDH-TPI counter	CCHF vOTU inh
16	-0.4	2.2	0	-12	5
17	-0.4	/	3	2	-3
18	2.8	1.9	-14	5	1
19	1.0	-0.5	4	9	-11
20	2.1	/	4	6	-7
21	-1.2	-0.6	-1	22	-5
22	-0.8	-1.0	-3	5	9
23	-0.9	-2.2	-3	15	1
24	-0.4	-0.3	7	-3	-5
25	1.7	-0.4	-2	-3	4
26	2.9	-0.7	-16	14	-16
27	-2.7	0.1	8	-3	0
28	/	-1.3	/	0	1
29	1.9	2.6	6	-4	11
30	2.0	/	-8	5	-236

Brought forward from above: 5 entries, then new ones.
No.	SMILES	VHR inh abs	MazEF act	FadD28 FP inh	BoNT F protease	Mtb FBA inh
26	COc1ccc(/C=C2\SC(=NCc3ccccc3)NC2=O)cc1	7	8	-5.6	-4	3
27	CCc1c(C)sc(NC(=O)OC)c1C(=O)N1CCOCC1	8	-1	-2.5	-1	-1
28	Cc1ccccc1NC(=O)Nc1nc(CN)cs1	/	/	-2.5	-4	-1
29	O=C(CCCc1c[nH]c2ccccc12)NCc1ccc2c(c1)OCO2	-2	1	-2.5	-58	0
30	O=C(NCc1ccco1)c1cc2ccc(O)cc2oc1=O	7	-2	0.3	-15	+
31	C[C@@H]1CCCCO[C@H](CN(C)Cc2ccccc2)[C@@H](C)CN([C@H](C)CO)C(=O)c2cc(NS(=O)(=O)c3ccc(Cl)cc3)ccc2O1	/	2	0.1	0	3
32	COC(=O)c1cccc(CN2C(=O)C(C)Oc3ccc(C)cc32)c1 (configuration not stated)	/	/	-0.8	-14	2
33	Cc1ccc(-c2csc3ncn(CC#N)c(=O)c23)cc1	21	-1	-4.4	-2	-3
34	COC1=CC(=O)C(O)=C(CCCCCCC/C=C/CCCCCCCC2=C(O)C(=O)C=C(OC)C2=O)C1=O	/	-33	22*	-6	2
35	COc1cccc(N2CCN(C(=O)c3ccc(CS(=O)Cc4ccc(Cl)cc4)o3)CC2)c1 (configuration not stated)	-20	8	0.7	5	2
36	CCOc1ccc(/C=N/OCC(=O)Nc2cc(S(=O)(=O)N3CCOCC3)ccc2OC)cc1	/	-1	-4.1	-2	-2
37	Cc1ccc(NC(=O)NCC(c2cccnc2)N2CCOCC2)cc1 (configuration not stated)	29	3	-1.8	2	-1
38	COc1ccc(N(C(=O)Cn2nnc(-c3ccc(Cl)cc3)n2)C(C(=O)NCC2CCCO2)c2ccc(C)cc2)cc1 (configuration not stated)	2	-19	-3.1	13	0
39	CCOC(=O)c1ccc(N2C(=O)CC(N(C)CCc3ccc(OC)c(OC)c3)C2=O)cc1 (configuration not stated)	-9	2	-1.4	3	4
40	O=C(c1ccc(F)cc1)C1CCN(Cc2ccc(F)cc2)CC1	8	2	-1.6	-6	-1
41	Cc1ccc(SC(C)C(=O)NCCC2=CCCCC2)cc1 (configuration not stated)	33	6	-0.3	-4	-3
42	O=C(NCC1CCCO1)c1nn2c(C(F)(F)F)cc(-c3cc(Br)cs3)nc2c1Br (configuration not stated)	18	71*	-0.3	4	-2
43	CSCc1ccc(C(=O)N2CCCC(Nc3ccc4c(c3)OCCO4)C2)o1 (configuration not stated)	9	5	-2.7	-2	2
44	COc1ccc(NS(=O)(=O)c2cc(NC(=O)CC(=O)c3ccc([N+](=O)[O-])cc3)ccc2C)cc1	13	10	-1.5	-2	2
45	CN(c1ccc(OCC(=O)N2CCCCC2)cc1)S(=O)(=O)c1cccs1	7	5	1.2	-9	-3

No.	Mtb UGM inh	BioA inh	Rv3671c protease	GDH-TPI counter	CCHF vOTU inh
26	2.9	-0.7	-16	14	-16
27	-2.7	0.1	8	-3	0
28	/	-1.3	/	0	1
29	1.9	2.6	6	-4	11
30	2.0	/	-8	5	-236
31	/	0.0&-0.6	/	-10	4
32	/	0.9	/	12	26
33	0.8	/	-14	-5	-9
34	-0.3	2.4	16	9	/
35	-2.5	-0.4	13	3	-7
36	0.3	-0.9	4	-4	-14
37	1.3	/	0	-7	-10
38	-2.3	-0.8	2	1	-5
39	1.0	-0.4	1	-5	-10
40	-0.6	2.7	0	2	-12
41	-1.1	-1.4	2	5	12
42	9.5	-0.3	-5	2	8
43	-2.7	1.0	3	-4	-9
44	3.0	/	-75	13	9
45	0.0	/	-9	7	1

(listing goes on)
No.	SMILES	VHR inh abs	MazEF act	FadD28 FP inh	BoNT F protease	Mtb FBA inh
46	CCOC(=O)Cc1csc(NC(=O)/C=C/c2ccc(Br)o2)n1	9	-2	1.6	3	-3
47	Cc1ccc(C(=O)NC(O)C(Cl)(Cl)Cl)cc1 (configuration not stated)	24	4	-1.0	-5	1
48	CCOc1cc(C(=O)NCCCNC(=O)c2cc(OCC)c(OCC)c(OCC)c2)cc(OCC)c1OCC	/	10	0.1	-4	5
49	Cc1cc(S(=O)(=O)Nc2cc(C)c(O)c(C)c2)c(C)s1	31	-18	-0.3	-5	-1
50	O=C(Cc1ccccc1)N/N=C/c1cccn1-c1ccc([N+](=O)[O-])cc1	2	1	-5.3	-3	2

No.	Mtb UGM inh	BioA inh	Rv3671c protease	GDH-TPI counter	CCHF vOTU inh
46	-1.9	-3.5	-17	75*	5
47	0.2	/	5	4	12
48	0.2	/	-5	3	-2
49	-3.1	-1.1	4	8	-13
50	-0.7	/	-5	14	20

Rows were taken by chance; any-hit rate near 4.9%.
